Screening data: PubChem, several laboratories
MrgX1 antagonist: human MrgX1 receptor antagonism, primary screen | Q96LB2 | MRGX1-HEK293 calcium flux, Fluo-4, BAM8-22 antagonism; active compounds read low | B-score at 10 µM | 310,000 compounds, 1.3% hits | AID 588676;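 active = calcium-response B-score plate-corrected more than 3 library SD below zero, starting fluorescence within 5 deviations, no agonist response on first addition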;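 also: peak minus trough fluorescence over baseline after final BAM8-22 challenge near maximal dose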
MrgX1 PAM: allosterically activates human MrgX1 receptor signaling | B-score at 10 µM | MrgX1-HEK293, Fluo-4 calcium flux, FDSS; active compounds read high | Q96LB2 | 310,000 compounds, 0.63% hits;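 active = plate-corrected calcium response at least 3 library SD above typical, normal starting fluorescence, not activating the receptor alone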;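 also: compound read alongside a low EC10 to EC30 dose of BAM8-22 agonist; peak minus trough fluorescence over baseline measured at the second addition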
SKKanGAS inh: blocks kanamycin growth of S. pyogenes SKKanGAS strain | BacTiter-Glo, 6 h | inhibition, % at 7.5 µM | 300,000 compounds, 1.3% hits | AID 1662;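 active = mean replicate score, as percent of positive control median, at least 50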;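 also: strain carries kanamycin resistance gene driven by streptokinase promoter and grows in 40 µg/ml kanamycin; loss of luminescence reflects streptokinase promoter inhibition or plain growth inhibition; 0% = median of DMSO wells and 100% = positive control at its reference dose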
TRPC6 act: mouse TRPC6 channel activation. Q61143. HEK293-TRPC6 membrane potential dye fluorescence; active compounds read high. B-score at 10 µM. 310,000 compounds, 0.13% hits. AID 2550;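 active = B-score of the integrated fluorescence ratio above library mean plus 3 SD, and starting fluorescence ratio within library mean plus 5 SD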;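 also: higher score means more depolarization so channel activation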
RGS4 pot: RGS4 potentiation or activation; HEK293 M3R/inducible RGS4, carbachol calcium flux Fluo4; active compounds read low; B-score at 10 µM; 310,000 compounds, 0.92% hits;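 active = B-score of the integrated calcium signal more than 4 SD below the library mean, with starting fluorescence not abnormally high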;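 also: negative B-score means reduced calcium response which marks RGS4 activation or potentiation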
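Assay system: Inducible-RGS4 HEK293 cells carrying M3 receptor | Schedule: Compound preincubation 20 min at room temperature before agonist | Signal: Kinetic calcium fluorescence imaging with Fluo4-AM dye, 2 µM | Read-out basis: B score from integrated fluorescence ratio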
Platelet DG rel: modulates dense granule release in human platelets | 300,000 compounds, 0.22% hits | inhibition, %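 (compounds screened at 7.5 µM in platelet-rich plasma)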 | human platelet-rich plasma, SFLLRN dense granule ATP release, luminescence;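 active = mean replicate score, as percent of positive control, at or above 50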
MrgX1 ag: agonists of human MrgX1 receptor; MrgX1-HEK293 cells, Fluo-4 calcium fluorescence, agonist mode; active compounds read high; B-score at 10 µM; Q96LB2; 310,000 compounds, 0.44% hits;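 active = calcium response B-score plate-corrected fluorescence ratio at least 3 library SD, with starting fluorescence B-score inside 5 SD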
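Material: HEK293 cells stably expressing human MrgX1 receptor | Quantity: 15,000 cells per well | Times: Cells plated overnight, dye loaded 0.5 h 37 °C, 0.5 h room temperature | Measured by: Kinetic Fluo-4 NW fluorescence of intracellular calcium | Control set: Positive and negative controls per plate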
TRPC4 inh: inhibitors of mouse TRPC4 channel. Q9QUQ5. HEK293 TRPC4beta/mu-opioid, DAMGO-evoked Fluo4 calcium flux; active compounds read low. B-score at 10 µM. 300,000 compounds, 0.39% hits;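 active = B-score over 3 SD under the library average, no early fluorescence shift, positive overall ratio signal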
Target sequence (Q9QUQ5 whole entry, looked up): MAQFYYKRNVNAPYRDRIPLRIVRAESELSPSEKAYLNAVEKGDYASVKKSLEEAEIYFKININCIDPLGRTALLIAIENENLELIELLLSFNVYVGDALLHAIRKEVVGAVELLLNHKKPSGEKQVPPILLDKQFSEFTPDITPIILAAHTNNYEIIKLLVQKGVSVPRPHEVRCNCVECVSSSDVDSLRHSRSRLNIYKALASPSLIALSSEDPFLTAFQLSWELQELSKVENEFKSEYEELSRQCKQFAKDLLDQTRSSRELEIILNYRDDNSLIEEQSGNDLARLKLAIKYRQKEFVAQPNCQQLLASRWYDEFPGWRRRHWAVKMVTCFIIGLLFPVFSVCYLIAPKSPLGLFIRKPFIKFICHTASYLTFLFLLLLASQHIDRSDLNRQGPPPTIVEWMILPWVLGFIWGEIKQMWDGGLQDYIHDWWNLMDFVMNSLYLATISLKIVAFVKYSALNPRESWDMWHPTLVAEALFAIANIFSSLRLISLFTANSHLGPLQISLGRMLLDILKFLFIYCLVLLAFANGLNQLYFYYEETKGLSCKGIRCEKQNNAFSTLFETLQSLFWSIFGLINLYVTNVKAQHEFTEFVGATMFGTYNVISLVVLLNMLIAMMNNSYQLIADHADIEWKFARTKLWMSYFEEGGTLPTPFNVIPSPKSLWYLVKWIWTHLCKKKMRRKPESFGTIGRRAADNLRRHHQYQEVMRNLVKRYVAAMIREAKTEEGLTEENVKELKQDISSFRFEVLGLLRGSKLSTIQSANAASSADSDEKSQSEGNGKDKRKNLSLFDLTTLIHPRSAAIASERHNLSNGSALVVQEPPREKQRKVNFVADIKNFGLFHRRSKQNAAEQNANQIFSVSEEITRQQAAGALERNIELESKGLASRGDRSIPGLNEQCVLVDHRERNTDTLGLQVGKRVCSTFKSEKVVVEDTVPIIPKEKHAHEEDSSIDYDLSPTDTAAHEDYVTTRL
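test system = HEK293 cells with stable TRPC4beta plus mu-opioid receptor expression | detection = Fluo4 Ca2+ flux fluorescence | read-out = integrated fluorescence ratio relative to baseline, converted to per-well B score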
HIF activator: HIF pathway transcriptional activation. U2OS HRE-luciferase reporter, luminescence; normalized: DMSO 0%, desferrioxamine 100%. activation, % at 7.5 µM (by protocol). 300,000 compounds, 0.32% hits;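 active = mean activation of at least 10% of the iron chelator positive control signal, with at least half of replicates also reaching 10%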
TRPC6 inhibitor: blocks the mouse TRPC6 cation channel; Q61143; B-score at 10 µM; 310,000 compounds, 1.1% hits; HEK293-TRPC6, membrane potential dye, ACh-evoked depolarization; active compounds read low;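 active = B-score under library mean minus 3 SD, initial fluorescence not abnormally high, positive integrated signal ratio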;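 also: B-score derived from integrated fluorescence ratio over the kinetic read; more negative B-score means stronger inhibition of depolarization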
RGS4 block: human RGS4 inhibition; P49798; HEK293 M3R/RGS4 inducible, Fluo-4 calcium flux; active compounds read high; triggered by carbachol at its EC20; B-score at 10 µM; 310,000 compounds, 0.45% hits;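 active = B-score, a plate-corrected calcium signal, over three deviations above library mean, with baseline fluorescence within five deviations of library mean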;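 also: RGS4 expression induced by doxycycline in cells with stable M3 receptor; B-score is computed from the integrated fluorescence ratio over baseline after carbachol; higher B-score means a larger calcium signal and so more RGS4 inhibition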
* = called active by the depositor.

COc1cccc(C2CC(c3cccs3)=NN2C(=O)CSC2=NCCS2)c1OC (centres undefined) was read as MrgX1 antagonist inactive, MrgX1 PAM inactive, SKKanGAS inh 26, TRPC6 act inactive, RGS4 pot inactive, Platelet DG rel 1, MrgX1 ag inactive, TRPC4 inh inactive, HIF activator 0.0, TRPC6 inhibitor inactive and RGS4 block inactive.
Screening Cc1ccccc1CN1C[C@@H]2C[C@@H](c3ccc4nsnc4c3)N3CCC[C@@]23C1=O returned MrgX1 antagonist inactive, MrgX1 PAM inactive, SKKanGAS inh 0, TRPC6 act inactive, RGS4 pot inactive, Platelet DG rel 3, MrgX1 ag inactive, TRPC4 inh inactive, HIF activator 0.0, TRPC6 inhibitor inactive and RGS4 block inactive.
`CCn1ncc(Br)c1C(=O)Nc1cc(C)on1` gave SKKanGAS inh 1, TRPC6 act inactive, RGS4 pot inactive, Platelet DG rel 6, TRPC4 inh inactive, HIF activator 1.8, TRPC6 inhibitor inactive and RGS4 block inactive.
For Cc1cccc(NC(=O)CSc2nnc(-c3ccco3)n2CC2CCCO2)n1 (centres undefined) the results were MrgX1 antagonist inactive, MrgX1 PAM inactive, SKKanGAS inh 4, TRPC6 act inactive, RGS4 pot inactive, Platelet DG rel -4, MrgX1 ag inactive, TRPC4 inh inactive, HIF activator 0.0, TRPC6 inhibitor inactive and RGS4 block inactive.
For S=C(NCC1CCCO1)Nc1ccc(Cl)cc1 (centres undefined) the results were MrgX1 antagonist inactive, MrgX1 PAM inactive, SKKanGAS inh -4, TRPC6 act inactive, RGS4 pot inactive, Platelet DG rel -2, MrgX1 ag inactive, TRPC4 inh inactive, HIF activator 0.4, TRPC6 inhibitor inactive and RGS4 block inactive.
Screening CCCOC(=O)C1[C@H]2C(=O)N(CCCOC)C[C@]23C=C[C@H]1O3 (some centres undefined) returned MrgX1 antagonist inactive, MrgX1 PAM inactive, SKKanGAS inh -8, TRPC6 act inactive, RGS4 pot inactive, Platelet DG rel -7, MrgX1 ag inactive, TRPC4 inh inactive, TRPC6 inhibitor inactive and RGS4 block inactive.
Screening O=C(Cn1cc(C(F)(F)F)ccc1=O)NC(c1ccccc1)c1ccccc1 returned MrgX1 antagonist inactive, MrgX1 PAM inactive, SKKanGAS inh -2, TRPC6 act inactive, RGS4 pot inactive, Platelet DG rel -6, MrgX1 ag inactive, TRPC4 inh inactive, HIF activator 0.6, TRPC6 inhibitor inactive and RGS4 block inactive.
For Cc1ccc(-n2c(SCC(=O)Nc3cc(C)on3)nc3ccccc3c2=O)cc1 the results were MrgX1 antagonist inactive, MrgX1 PAM inactive, SKKanGAS inh -6, TRPC6 act inactive, RGS4 pot inactive, Platelet DG rel 10, MrgX1 ag inactive, TRPC4 inh inactive, HIF activator -0.1, TRPC6 inhibitor inactive and RGS4 block inactive.
Cc1c(C(=O)O)sc(=S)n1CCOc1ccccc1 was read as MrgX1 antagonist inactive, MrgX1 PAM inactive, SKKanGAS inh 4, TRPC6 act inactive, RGS4 pot inactive, Platelet DG rel 6, MrgX1 ag inactive, TRPC4 inh inactive, HIF activator -0.1, TRPC6 inhibitor inactive and RGS4 block inactive.
`Cc1cccc(NC(=O)COc2cccc3c2CCN(C)C3=O)c1C` gave MrgX1 antagonist inactive, MrgX1 PAM inactive, SKKanGAS inh 12, TRPC6 act inactive, RGS4 pot inactive, Platelet DG rel 21, MrgX1 ag inactive, TRPC4 inh inactive, HIF activator 9.8*, TRPC6 inhibitor inactive and RGS4 block inactive.
`COc1cccc(CNC(=O)Cn2c(=O)oc3ccccc32)c1OC` gave MrgX1 antagonist inactive, MrgX1 PAM inactive, SKKanGAS inh 1, TRPC6 act inactive, RGS4 pot inactive, Platelet DG rel 16, MrgX1 ag inactive, TRPC4 inh inactive, HIF activator -0.1, TRPC6 inhibitor inactive and RGS4 block inactive.
For Cc1ccc(NC(=O)/C=C/c2ccco2)nc1 the results were MrgX1 antagonist inactive, MrgX1 PAM inactive, SKKanGAS inh -2, TRPC6 act inactive, RGS4 pot inactive, Platelet DG rel 10, MrgX1 ag inactive, TRPC4 inh inactive, HIF activator 3.9, TRPC6 inhibitor inactive and RGS4 block inactive.
CC1(C)N=C(c2cccs2)C(C)(C)N1O was read as MrgX1 antagonist inactive, MrgX1 PAM inactive, SKKanGAS inh -2, TRPC6 act inactive, RGS4 pot inactive, Platelet DG rel 3, MrgX1 ag inactive, TRPC4 inh inactive, HIF activator -0.3, TRPC6 inhibitor inactive and RGS4 block inactive.
For CC(=O)N[C@@H](C)C(=O)N1CCN(S(=O)(=O)c2ccc(Cl)cc2)CC1 the results were MrgX1 antagonist inactive, MrgX1 PAM inactive, SKKanGAS inh -21, TRPC6 act inactive, RGS4 pot inactive, Platelet DG rel -7, MrgX1 ag inactive, TRPC4 inh inactive, HIF activator 0.4, TRPC6 inhibitor inactive and RGS4 block inactive.
COc1ccc(NC(=O)CN2CCN(C(=S)NC3CCCC3)CC2)cc1 was read as MrgX1 antagonist inactive, MrgX1 PAM inactive, SKKanGAS inh 7, TRPC6 act inactive, RGS4 pot inactive, Platelet DG rel 1, MrgX1 ag inactive, TRPC4 inh inactive, HIF activator -0.6, TRPC6 inhibitor inactive and RGS4 block inactive.
O=C(CCCC(=O)N1CCN(c2cccc(Cl)c2)CC1)c1ccccc1 was read as MrgX1 antagonist inactive, MrgX1 PAM inactive, SKKanGAS inh -4, TRPC6 act inactive, RGS4 pot inactive, Platelet DG rel -3, MrgX1 ag inactive, TRPC4 inh inactive, HIF activator 0.8, TRPC6 inhibitor inactive and RGS4 block inactive.
Screening CCOC(=O)c1cnn(-c2ccccc2)c1-c1ccncc1 returned MrgX1 antagonist inactive, MrgX1 PAM inactive, SKKanGAS inh -2, TRPC6 act inactive, RGS4 pot inactive, Platelet DG rel 1, MrgX1 ag inactive, TRPC4 inh inactive, HIF activator 0.3, TRPC6 inhibitor inactive and RGS4 block inactive.
For CCCn1c(SC2C(=O)CC(C)(C)CC2=O)nc2c1c(=O)n(C)c(=O)n2C the results were MrgX1 antagonist inactive, MrgX1 PAM inactive, SKKanGAS inh 0, TRPC6 act inactive, RGS4 pot inactive, Platelet DG rel -7, MrgX1 ag inactive, TRPC4 inh inactive, HIF activator -0.3, TRPC6 inhibitor inactive and RGS4 block inactive.
`Cc1ccc(NC(=O)c2noc3c2CCCCC3)cc1` gave MrgX1 antagonist inactive, MrgX1 PAM inactive, SKKanGAS inh -19, TRPC6 act inactive, RGS4 pot inactive, Platelet DG rel -5, MrgX1 ag inactive, TRPC4 inh inactive, HIF activator 0.2, TRPC6 inhibitor inactive and RGS4 block inactive.
For O=[N+]([O-])c1ccc(Oc2ncccn2)cc1 the results were MrgX1 antagonist inactive, MrgX1 PAM inactive, SKKanGAS inh -4, TRPC6 act inactive, RGS4 pot inactive, Platelet DG rel 6, MrgX1 ag inactive, TRPC4 inh inactive, HIF activator -0.2, TRPC6 inhibitor inactive and RGS4 block inactive.
For NC(=O)c1ccsc1NC(=O)COC(=O)Cc1ccsc1 the results were MrgX1 antagonist inactive, MrgX1 PAM inactive, SKKanGAS inh -1, TRPC6 act inactive, RGS4 pot inactive, Platelet DG rel -4, MrgX1 ag inactive, TRPC4 inh inactive, HIF activator -0.3, TRPC6 inhibitor inactive and RGS4 block inactive.
COCC(C)n1c(C)cc(C(=O)COC(=O)C2=NN(c3ccccc3)C(=O)CC2)c1C (centres undefined) was read as MrgX1 antagonist inactive, MrgX1 PAM inactive, SKKanGAS inh -2, TRPC6 act inactive, RGS4 pot inactive, Platelet DG rel -8, MrgX1 ag inactive, TRPC4 inh inactive, HIF activator -0.8, TRPC6 inhibitor inactive and RGS4 block inactive.
`CSc1nnc2c3ccccc3n(CCc3ccccc3)c2n1` gave MrgX1 antagonist inactive, MrgX1 PAM inactive, SKKanGAS inh 8, TRPC6 act inactive, RGS4 pot inactive, Platelet DG rel -1, MrgX1 ag inactive, TRPC4 inh inactive, HIF activator -1.3, TRPC6 inhibitor inactive and RGS4 block inactive.
`Cc1ccccc1C(=O)c1cccn1CC(=O)NCCCN1CCc2ccccc2C1` gave MrgX1 antagonist inactive, MrgX1 PAM inactive, SKKanGAS inh -7, TRPC6 act inactive, RGS4 pot inactive, Platelet DG rel -2, MrgX1 ag inactive, TRPC4 inh inactive, HIF activator -0.3, TRPC6 inhibitor inactive and RGS4 block inactive.
For O=C(Nc1nccs1)c1ccc2ccccc2n1 the results were MrgX1 antagonist inactive, MrgX1 PAM inactive, SKKanGAS inh 16, TRPC6 act inactive, RGS4 pot inactive, Platelet DG rel -2, MrgX1 ag inactive, TRPC4 inh inactive, HIF activator 2.0, TRPC6 inhibitor inactive and RGS4 block inactive.
O=C(CSc1nnc2ccccn12)N1CCOCC1 was read as MrgX1 antagonist inactive, MrgX1 PAM inactive, SKKanGAS inh -3, TRPC6 act inactive, RGS4 pot inactive, Platelet DG rel -2, MrgX1 ag inactive, TRPC4 inh inactive, HIF activator -0.2, TRPC6 inhibitor inactive and RGS4 block inactive.
Screening CCc1ccc(N2C(=O)CN(Cc3cc(OC)c(OC)c(OC)c3)C2=S)cc1 returned MrgX1 antagonist inactive, MrgX1 PAM inactive, SKKanGAS inh 3, TRPC6 act inactive, RGS4 pot inactive, Platelet DG rel -7, MrgX1 ag inactive, TRPC4 inh inactive, HIF activator -0.3, TRPC6 inhibitor inactive and RGS4 block inactive.
Screening Cc1cc2c(cc1C)C(c1ccccc1OC(C)C)CC(=O)N2 (centres undefined) returned MrgX1 antagonist inactive, MrgX1 PAM inactive, SKKanGAS inh 6, TRPC6 act inactive, RGS4 pot inactive, Platelet DG rel -2, MrgX1 ag inactive, TRPC4 inh inactive, HIF activator 0.5, TRPC6 inhibitor inactive and RGS4 block inactive.
For CCN(CC1COc2ccccc2O1)C(=S)Nc1ccccc1 (centres undefined) the results were MrgX1 antagonist inactive, MrgX1 PAM inactive, SKKanGAS inh 6, TRPC6 act inactive, RGS4 pot inactive, Platelet DG rel 7, MrgX1 ag inactive, TRPC4 inh inactive, HIF activator -0.4, TRPC6 inhibitor inactive and RGS4 block inactive.

No enrichment for hits. Share with any hit: about 6.1%.
